TrxR1 inh: qHTS Assay for Inhibitors of Mammalian Selenoprotein Thioredoxin Reductase 1 (TrxR1): qHTS; actives 1% (n = 390,000); AID 588453, 2011; recombinant rTrxR1, NADPH fluorescence consumption, selenite substrate; Potency, µM (titrated, usually from 114 µM), without a hit: at the highest dose activity change, negative = inhibition, usual class: inhibitors; Thioredoxin reductase 1, cytoplasmic (Rattus norvegicus), O89049; also: potency is read from the fitted curve at half-maximal effect; % is scaled to controls: 0 for no effect and ±100 for the full control effect; nearly all actives have a fitted effect of over 65% in size
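Rat TrxR1 (90 nM in the dispensed reagent) was pre-reduced with 400 uM NADPH for 5 min at room temperature, then incubated with compound for 15 min. After 400 uM selenite was added, NADPH fluorescence (Ex 340/Em 450 nm) was followed for 8 min.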
Pin1 inhibitor: qHTS Assay to Find Inhibitors of Pin1; Peptidyl-prolyl cis-trans isomerase NIMA-interacting 1 (Homo sapiens), Q13526; Pin1 FP peptide displacement, HiFluor488, 10 min; Potency, µM (top dose mostly 115 µM), inactives show at the highest dose activity, negative = inhibition, most hits filed as inhibitors; actives 0.009% (n = 390,000); AID 504891, 2011; active = well fitted inhibition curve with a large enough effect in the polarisation, with a control signal flat, not every such curve was filed as active; inconclusive = small, poorly fitted or top-dose-only effect, or effect the other way, or a change in a side signal; inactive = no such curve, though single readings can be large or run the other way; the % refers to the polarisation; also: potency is read from the fitted curve at half-maximal effect; % is scaled to controls: 0 for no effect and ±100 for the full control effect
Target sequence (Q13526 whole entry, looked up): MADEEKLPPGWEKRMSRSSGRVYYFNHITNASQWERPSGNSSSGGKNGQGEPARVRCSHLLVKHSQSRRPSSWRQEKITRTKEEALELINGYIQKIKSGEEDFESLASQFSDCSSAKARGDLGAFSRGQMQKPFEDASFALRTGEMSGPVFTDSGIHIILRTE
GLS inh: qHTS for Inhibitors of Glutaminase (GLS); Potency, µM (top dose mostly 45.5 µM), for the others: top-dose activity change, negative = inhibition, most hits filed as inhibitors; actives 0.21% (n = 410,000); Glutaminase kidney isoform, mitochondrial (Homo sapiens), O94925; GLS enzymatic activity, qHTS titration; also: potency is read from the fitted curve at half-maximal effect; % is scaled to controls: 0 for no effect and ±100 for the full control effect
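Assay buffer: 45 mM KH2PO4 pH 8.2, 0.02% Tween-20. hKGA acts on L-glutamine (1 mM solution added); product glutamate is reported by an oxidase/peroxidase Amplex Red coupling, with fluorescence taken at baseline and 30 min.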
mIDH1 inhibitor: qHTS for Inhibitors of mutant isocitrate dehydrogenase 1 (IDH1): qHTS. Isocitrate dehydrogenase [NADP] cytoplasmic (Homo sapiens), O75874. actives 0.093% (n = 390,000). Potency, µM (highest dose often 76.6 µM), for the others: top-dose activity change, negative = inhibition, usual class: inhibitors. IDH1-R132H enzyme, NADPH consumption, diaphorase/resazurin fluorescence; also: potency is read from the fitted curve at half-maximal effect; % is scaled to controls: 0 for no effect and ±100 for the full control effect; nearly all actives have a fitted effect of over 65% in size
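IDH1-R132H (0.5 ug/mL dispensed) in pH 7.5 Tris buffer was preincubated 30 min with compound, then given a substrate mix of 0.016 mM NADPH and 2 mM alpha-KG for 80 min at room temperature; remaining NADPH was read by diaphorase/resazurin fluorescence.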
USP1-UAF1 inh: Inhibitors of USP1/UAF1: Primary Screen | Ubiquitin carboxyl-terminal hydrolase 1 (Homo sapiens), O94782 | recombinant USP1/UAF1, Ub-Rhodamine cleavage fluorescence | Potency, µM (series often up to 57.1 µM), inactives show at the highest dose activity change, negative = inhibition, hits mostly inhibitors | actives 0.23% (n = 390,000); also: potency is read from the fitted curve at half-maximal effect; % is scaled to controls: 0 for no effect and ±100 for the full control effect; nearly all actives have a fitted effect of over 60% in size; inactives centre near -12
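USP1/UAF1 complex (1 nM) preincubated 15 min at room temperature with compound, then Ub-Rho substrate (150 nM final) added. Kinetic fluorescence at 480/540 nm over 6 reads at 60 s intervals; 50 mM HEPES pH 7.8, 0.5 mM EDTA, 0.1 mg/ml BSA, 1 mM TCEP, 0.01% Tween-20.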
PI4K2A inh: qHTS for small molecular inhibitors of PI4K2A | Phosphatidylinositol 4-kinase type 2-alpha (Homo sapiens), Q9BTU6 | activity change, negative = inhibition, % at 76.9 µM | AID 1346378, 2018 | purified PI4K2A, ADP-Glo luminescence, 1 h; active compounds read low | actives 0.13% (n = 420,000); in the data active = activity change below about -50%; inconclusive = mostly about -30% to -49%;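 also: -100% = wells without enzyme as full effect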
Target sequence (Q9BTU6 whole entry, looked up): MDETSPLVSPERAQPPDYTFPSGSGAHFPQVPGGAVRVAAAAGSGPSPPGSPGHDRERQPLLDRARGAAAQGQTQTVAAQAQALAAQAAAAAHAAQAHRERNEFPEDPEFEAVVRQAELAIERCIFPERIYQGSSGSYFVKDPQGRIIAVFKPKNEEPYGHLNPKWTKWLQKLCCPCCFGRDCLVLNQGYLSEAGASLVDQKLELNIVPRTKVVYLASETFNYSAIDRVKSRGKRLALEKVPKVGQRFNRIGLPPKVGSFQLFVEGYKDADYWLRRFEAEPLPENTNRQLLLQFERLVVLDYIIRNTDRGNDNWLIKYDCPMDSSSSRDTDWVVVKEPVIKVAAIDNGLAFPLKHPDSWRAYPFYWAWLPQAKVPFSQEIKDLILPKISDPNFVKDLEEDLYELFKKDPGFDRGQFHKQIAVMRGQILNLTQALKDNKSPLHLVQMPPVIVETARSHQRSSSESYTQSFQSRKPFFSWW
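PI4K2A activity was measured by ADP-Glo luminescence: enzyme (4 ug/mL stock) and phosphatidylinositol (1.2 mM stock) in Tris pH 7.5/MgCl2/EGTA/Triton X-100 buffer were reacted with ATP (300 microM stock) for one hour at ambient temperature.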
TrxR1 substrate: qHTS Assay for Substrates of Mammalian Selenoprotein Thioredoxin Reductase 1 (TrxR1): qHTS; Thioredoxin reductase 1, cytoplasmic (Rattus norvegicus), O89049; purified TrxR1 substrate turnover, NADPH consumption readout; Potency, µM (doses to about 114 µM), without a hit: top-dose activity change, negative = substrate turnover; actives 0.01% (n = 390,000); AID 588456, 2011; also: potency is read from the fitted curve at half-maximal effect; % is scaled to controls: 0 for no effect and ±100 for the full control effect; nearly all actives have a fitted effect of over 50% in size
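Rat TrxR1, dispensed at 90 nM, was prereduced with 400 uM NADPH (final) for 5 min at ~22 deg C, then incubated with compound 15 min before 400 uM selenite. A first-read NADPH fluorescence drop versus no-compound background flagged substrates.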
HP1b binding inh: HTS for Inhibitors of HP1-beta Chromodomain Interactions with Methylated Histone Tails. Potency, µM (top dose mostly 114 µM), for inactives: top-dose activity change, negative = inhibition, usual class: inhibitors. AlphaScreen HP1-beta / biotin-H3K9me3 peptide binding. AID 540317, 2011. actives 0.56% (n = 390,000); also: potency is read from the fitted curve at half-maximal effect; nearly all actives have a fitted effect of over 70% in size; inactives centre near 23
Target sequence (P83916 whole entry, looked up): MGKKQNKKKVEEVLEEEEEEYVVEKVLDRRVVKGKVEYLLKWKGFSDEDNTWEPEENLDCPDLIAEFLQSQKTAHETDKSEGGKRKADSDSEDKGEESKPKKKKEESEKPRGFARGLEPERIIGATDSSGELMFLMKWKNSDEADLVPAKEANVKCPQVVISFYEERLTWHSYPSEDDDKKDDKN
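Compound inhibition of the preformed complex between 50 nM HP1-beta and 50 nM biotinylated H3K9me3 peptide was read by AlphaScreen. Buffer was PBS pH 7.4 with 0.01% Tween-20. Incubations ran 30 min at room temperature, with 10 ug/mL donor/acceptor beads.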
PGK inhibitor: qHTS Assay to Find Inhibitors of Phosphoglycerate Kinase | Phosphoglycerate kinase, glycosomal (Trypanosoma brucei brucei), P07378 | PGK/GAPDH coupled, Kinase-Glo luminescence, 60 min | Potency, µM (series often up to 57.5 µM), for the others: at the top dose activity change, negative = inhibition, actives largely listed as inhibitors | actives 0.043% (n = 380,000); also: potency is read from the fitted curve at half-maximal effect; % is scaled to controls: 0 for no effect and ±100 for the full control effect; nearly all actives have a fitted effect of over 60% in size
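Luminescent ATP detection (Kinase-Glo Plus) follows a 60-minute room-temperature incubation, with wells lacking PGK as controls. Buffer: 100 mM TEA (pH 7.6), 5 mM MgCl2, 0.01% Tween-20. Coupling enzyme GAPDH (100 nM final) supplies unstable 1,3-BPG in-well.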
Starred values were filed as active, the others as inactive; i = inactive; ? = inconclusive; · = not tested or not shown; [ ] = dose if it differs, or a comment. Unless noted, calls follow the shape of the dose curve; as a rule, active = well fitted curve in the direction sought with a large enough effect; inconclusive = small, poorly fitted or top-dose-only effect, or another doubt; inactive = no such curve, though single readings can be large; an effect the other way counts as inactive or inconclusive. An excerpt; the hit share may differ from the screen's.

Under each structure – TrxR1 inh, Pin1 inhibitor, mIDH1 inhibitor, GLS inh, PGK inhibitor, HP1b binding inh, TrxR1 substrate, PI4K2A inh, USP1-UAF1 inh
> O=C(O)Cc1ccc(C(=O)CSc2ccccc2)s1
→ -7%, -3%, -14%, 5%, -15%, 14%, -5%, -11, -5%
> Cc1cc(C)n(-c2cccc(C(=O)O)c2)n1
→ 10%[57.1 µM], 18%, 0%, 55%[activator], -5%, 17%, -10%, -6, -1%
> CC(C(=O)NC1=NCCS1)(C(F)(F)F)C(F)(F)F
→ 8%, 3%, 2%, 6%, 2%, 18%, 7%[57.1 µM], 7, -8%
> Cc1ccc(CSc2nc(-c3ccc(C(C)(C)C)cc3)nc3cc(=O)[nH]n23)cc1
→ 21%[57.1 µM], ?, -1%, ?, ?, 34%[activator], 12%[57.1 µM], -5, ?
> c1ccc(-c2noc(C3CCCCC3)n2)nc1
→ 0%, -8%, 0%, -2%, -4%, 56%[activator], -7%, 7, -15%
> C/C(=N\NC(=O)C(N)=O)c1cccc([N+](=O)[O-])c1
→ 15%, -8%, -1%, -13%, -2%, 33%, -1%, 1, -16%
> COc1ccc(/C=C/C(=O)Nc2ccc(C(N)=O)cc2)cc1OC
→ 32%[57.1 µM], 4%, 14%, 7%, i, 32%, -12%[57.1 µM], 0, -8%
> Cc1cc(C(=O)COc2cccc3cccnc23)c(C)n1C
→ 9%[57.1 µM], ?, 6%, 5%, -4%, -15%, 7%[57.1 µM], -7, -9%
> C=CCn1c(C(C)NC(=O)C(C)(C)C)nc2ccccc21 (configuration not stated)
→ 13%[57.1 µM], -11%, 1%, -1%, ·, 20%, 5%[57.1 µM], -1, -6%
> CCOc1ccccc1N1C(=O)CN(Cc2ccc(OC)c(OC)c2)C1=S
→ -3%, -6%, 0%, 15%, -4%, 28%, -3%, -4, -5%
> COc1ccc(OC)c(NC(=O)CCN2CCN(c3ccccc3)CC2)c1
→ -34%[57.1 µM], 1%, 2%, 32%[activator], i, -25%, -10%[57.1 µM], 11, -14%
> O=C(Nc1cccc2ccccc12)/C(=C/c1cccc([N+](=O)[O-])c1)NC(=O)c1cccs1
→ -11%[57.1 µM], -2%, 3%, 1%, 2%, 16%, -2%[57.1 µM], 3, -2%
> COc1ccc(CCC(=O)N/N=C/c2ccc3c(c2)OCO3)cc1
→ 7%[57.1 µM], -1%, 4%, 13%, i, 12%, 7%[57.1 µM], 2, -14%
> Cc1ccc(-c2nc(C(=O)O)cs2)cc1
→ 14%[57.1 µM], 5%, -2%, 24%, 1%, 42%[activator], 5%[57.1 µM], -2, -25%
> O=C(NCCS(=O)(=O)c1ccc(Br)cc1)c1ccc(Cl)cc1
→ -4%, -11%, 8%, 3%, -6%, 21%, -8%, -6, -16%
> CSc1nc(C)c2c(n1)N(c1ccc(F)cc1)CC2
→ 0%, 3%, -1%, 0%, 0%, 40%[activator], -5%, 2, -20%
> COCCN1CCC(CNCc2cn(-c3cc(C)ccc3C)nc2-c2ccccc2)C1 (configuration not stated)
→ -2%, 2%, 4%, -6%, ·, 22%, 0%, 5, -9%
> CN(C)S(=O)(=O)c1ccc(-c2csnn2)s1
→ -9%, 5%, 13%, 1%, -8%, 49%[activator], -3%, 1, -15%
> COc1ccc(NC(=O)CSc2nnc(NC(=O)c3ccccc3C(=O)O)s2)cc1
→ 5%, 2%, 4%, 1%, -6%, -6%, -2%, 2, -21%
> Cc1ccsc1CN(C)C(=O)C(NC(=O)c1cccc(S(=O)(=O)N2CCOCC2)c1)C(C)C (configuration not stated)
→ 6%, -4%, -6%, -3%, -3%, 31%, -7%, 4, -6%
> CN1CCC(N(C)S(=O)(=O)c2ccc(NC(=O)COc3ccc(F)cc3)cc2)CC1
→ -8%, 2%, 0%, 2%, i, 3%, -10%, -8, 1%
> COc1ccc(S(=O)(=O)c2nnn(-c3cc(Cl)c(OC)cc3OC)c2C)cc1
→ 47%[activator], 5%, 6%, -11%, ?, 27%, 5%, -6, -19%
> COc1ccc(N2CCN(C(=S)NC(=O)c3cccs3)CC2)c([N+](=O)[O-])c1
→ -8%, 0%, -10%, -11%, -9%, ?, -6%, -4, -19%
> COC(C/C=C/[C@H](O)COCc1ccccc1)OC
→ 7%[57.1 µM], 3%, 5%, 0%, -9%, 31%, -8%[57.1 µM], 15, -21%
> Cn1c(SCC(=O)NCCc2ccccc2)ncc(C(=O)Nc2ccccc2)c1=O
→ -5%, 14%, 10%, -6%, i, 21%, 35%, -6, -19%
> Cn1c(SCC(=O)NC2CCCC2)nnc1-c1cccs1
→ 8%, 5%, 0%, 2%, i, 19%, 1%, 4, -24%
> c1ccc(-c2cc(-c3nn4c(-c5ccco5)nnc4s3)c3ccccc3n2)cc1
→ -30%, ?, 10%, 6%, -6%, -15%, 17%, -6, -12%
> CN(C)S(=O)(=O)c1ccc(NC(=O)CN2CCOCC2)cc1
→ 9%, -4%, -3%, -3%, -1%, 19%, -2%, -2, -9%
> CCOc1ccc(-c2cc(CCCC(=O)NCCc3ccc(OC)c(OC)c3OC)no2)cc1
→ 13%, -14%, 1%, -1%, -1%, 27%, -1%, 1, 1%
> CCC(=O)c1ccc(N2CCN(C(=O)COc3ccc(F)cc3)CC2)c(F)c1
→ 2%, 4%, 5%, 1%, 0%, 32%, -2%, 3, -22%
> O=C(CCCn1nnc2ccccc2c1=O)N[C@@H](Cc1ccccc1)C(=O)O
→ 8%, 5%, 1%, 17%, 4%, 26%, -2%, 0, -18%
> CC(C)(C)N1C(=O)[C@H]2[C@@H](c3ccc(Br)cc3)N3C(=O)N(c4cccc(Cl)c4)C(=O)[C@@]3(C)[C@H]2C1=O
→ 9%[57.1 µM], 10%, -4%, 1%, -6%, 21%, -3%[57.1 µM], -5, ?
> CCC(=O)Oc1ccc2c(C)c(Cl)c(=O)oc2c1
→ ?, -2%, 4%, 10%, -2%, 13%, 53%[activator], 9, 2%
> CC1CCc2cc(F)ccc2N1C(=O)C12CCC(C)(C(=O)O1)C2(C)C (configuration not stated)
→ -2%[57.1 µM], -9%, -3%, 1%, -4%, 29%, -5%[57.1 µM], -2, -6%
> Cn1c(CN2CCCC2)nc2cc(NS(=O)(=O)c3ccccc3)ccc21
→ 17%, -13%, 1%, 35%[activator], -10%, 24%, 2%, -2, -2%
> CN(CC(=O)Nc1ccc(Cl)c(C(F)(F)F)c1)C(=O)c1cc(=O)c2ccccc2o1
→ 28%, -1%, 1%, 0%, -8%, 26%, -3%, 3, -13%
> O=C(O)CC1Sc2nnc(COc3ccc(Cl)cc3)n2N=C1c1ccccc1 (configuration not stated)
→ -13%, -5%, 0%, -6%, i, 6%, -2%, -1, -25%
> Cc1ccccc1OCC(=O)OC(C)C(=O)NC1CCCC1 (configuration not stated)
→ 22%, -4%, 3%, 0%, 0%, 33%, 6%, 0, -24%
> COc1cc2c(cc1OC)C1(CCCC1)C(N)=C2C#N
→ 7%[57.1 µM], -5%, 3%, 9%, -5%, -24%, 6%[57.1 µM], -9, -28%
> CC(C)Sc1nc2c(c(=O)[nH]1)C(c1cccs1)C1=C(CC(C)(C)CC1=O)N2 (configuration not stated)
→ 4%, 8%, 5%, -7%, -7%, 9%, 6%, -3, -15%
> Cc1cc(=O)oc2cc(OCC(=O)OCc3nnc(-c4ccccc4)o3)ccc12
→ -3%, 1%, 2%, -7%, -9%, 51%[activator], 28%, 3, -17%
> O=C(Cn1ncc2c1-c1ccccc1OC2)N1CCN(c2ccccc2F)CC1
→ 5%, 1%, -11%, 2%, 0%, 31%, 0%, -2, -20%
> Cc1cc(C)c(C(=O)Nc2ccccc2)c(CC(C)(C)C(=O)O)c1
→ 13%[57.1 µM], 1%, 2%, 0%, -7%, 29%, 4%, 10, -5%
> COc1ccc(OC)c(CN2CCN(C(=O)c3cccc(S(=O)(=O)Nc4ccc(C)cc4)c3)CC2)c1
→ -19%, 3%, -3%, 6%, -4%, ?, -12%, -3, -9%
> COc1ccc(CN(C)C(=O)c2ccccc2OCc2c(C)noc2C)cc1OC
→ 14%, 1%, -2%, 3%, -2%, 36%[activator], 3%, 2, -18%
> CCn1nc(C)c(Br)c1-c1nc(-c2ccc(C)cc2)no1
→ 11%[57.1 µM], 1%, 5%, -3%, 2%, 58%[activator], -5%[57.1 µM], -1, -13%

Assay outcomes as filed in PubChem.
